Assay outcomes as filed in PubChem BioAssay.
T cell modulator = T cell immune modulation candidate. 2C CD8+ T cell-vesicle binding, flow cytometry; active compounds read low. calls only at 7 µM. 0.068% of 330,000 active;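 active means response, share of CD8 T cells binding vesicles, and their 90th percentile fluorescence all below set limits, cut at about 80% in these data, passing the limit was not always enough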
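Material: 2C TCR transgenic mouse naive CD8+ T cells, MACS-purified. Also added: QL9-charged Drosophila Ld/ICAM-1/B7-1 vesicles. Timing: binding 1.5 h at 37 °C. Measured by: high-throughput flow cytometry with anti-B7-1 and anti-CD8 staining. Read-out: percent CD8+ FL2 mean versus row control. Controls: Unloaded micro-vesicles (low), QL9 vesicles with 0.7% DMSO (high).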
NTR1 ag = agonists of NTR1, primary screen, imaging, U2OS cells, beta-arrestin-GFP, high content (AID 493036); activation, % at 20 µM; NTR1-U2OS beta-arrestin-GFP spot imaging, agonist mode; P30989; 0.17% of 330,000 active;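 active means activation at or above 40% of the spot to cytoplasm intensity ratio, with at least 20 cells analyzed; inconclusive means wells under 20 cells, flagged as cytotoxic or low count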;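 further: 0% = DMSO without peptide and 100% = 100 nM NTR1 peptide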
Target sequence (P30989 whole entry, looked up): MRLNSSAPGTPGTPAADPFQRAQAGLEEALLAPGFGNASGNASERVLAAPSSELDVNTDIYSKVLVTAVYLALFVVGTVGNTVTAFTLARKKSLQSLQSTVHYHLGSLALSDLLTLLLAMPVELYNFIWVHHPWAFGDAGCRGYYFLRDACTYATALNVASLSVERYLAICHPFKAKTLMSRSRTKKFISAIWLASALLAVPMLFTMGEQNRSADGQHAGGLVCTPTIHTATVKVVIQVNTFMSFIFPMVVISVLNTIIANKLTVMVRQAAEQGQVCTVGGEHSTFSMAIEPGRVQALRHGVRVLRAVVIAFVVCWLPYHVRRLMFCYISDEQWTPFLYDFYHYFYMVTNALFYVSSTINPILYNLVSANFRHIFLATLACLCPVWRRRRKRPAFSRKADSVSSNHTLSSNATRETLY
SV40 large T antigen = SV40 large T antigen inhibitors, biochemical (AID 1903); SV40 large T antigen ATPase/helicase inhibition assay; higher % means a stronger effect; inhibition, % at 20 µM, or IC50 in µM where a hit was titrated; 0.39% of 310,000 active; in the data active means a potency from the dose series; inconclusive means inhibition mostly from about 32% at the one dose, without a potency; inactive means the rest, 99 in 100 with inhibition below about 32%; further: strong numbers were not always called active
Salmonella PhoP GFP = PhoP-dependent GFP reporter repression – Salmonella Typhimurium, primary screen (AID 1863) | S. Typhimurium PhoP-regulated promoter GFP reporter, 4 h; higher % means a stronger effect | 0.16% of 300,000 active | one-dose inhibition, % at 50 µM; IC50 in µM for titrated hits;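 active means inhibition over 29.93%, a cutoff 3 SD above the screen mean, later confirmed by dose response; inconclusive means inhibition over 29.93% but no dose response follow-up; inactive means inhibition at most 29.93% or unconfirmed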;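 further: 0% = low Mg2+ inducing control and 100% = high Mg2+ repressing control; strong numbers were not always called active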
West Nile antiviral = inhibition of WNV-induced cytopathic effect – cell-based, CPE readout (AID 1621) | West Nile virus-infected cells, CPE inhibition; higher % means a stronger effect | one-dose CPE inhibition, % at 10 µM; IC50 in µM for titrated hits | 0.02% of 290,000 active; in the data active means a potency from the dose series; inconclusive means CPE inhibition mostly from about 3.7% at the one dose, without a potency; inactive means the rest, 99 in 100 with CPE inhibition below about 2.2%; further: strong numbers were not always called active
Dengue-2 NS5 capping = Dengue-2 NS5 methyltransferase inhibitors, primary screen, biochemical, confirmation dose response (AID 588689). inhibition, % at 25 µM, or IC50 in µM where a hit was titrated. Dengue-2 NS5 methyltransferase capping enzyme assay, biochemical; higher % means a stronger effect. 0.3% of 340,000 active; in the data active means a potency from the dose series; inconclusive means inhibition above about 29% without an active follow-up result
Rac1 GTP hydrolysis = MgcRacGAP GTPase-activating activity inhibitors, confirmation, biochemical, ADP Hunter fluorescence; 0.6% of 340,000 active; one-dose inhibition, % at 30 µM; IC50 in µM for titrated hits; MgcRacGAP-stimulated Rac1 GTP hydrolysis, ADP Hunter fluorescence; higher % means a stronger effect; GST-tagged Rac1 F28L mutant substrate;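 active means first-screen hits whose inhibition reached a set limit at any dose in the follow-up dose series; inconclusive means inhibition above the set first-screen limit but never retested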;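 further: fluorescence reports GDP produced by GAP-driven GTP hydrolysis; strong numbers were not always called active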
K1F lysis inhibition = inhibition of K1F phage lysis, E. coli UTI89, bacterial capsule biogenesis inhibitors, alamar blue (AID 488966) | E. coli UTI89 K1F phage lysis, alamar blue, 2 h; higher % means a stronger effect | inhibition, % at 100 µM; hits with a dose series show IC50 in µM | 0.02% of 340,000 active;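 active means phage lysis inhibition, versus mean bacterial control, above a set limit; inconclusive means no clear call, values can overlap the other calls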;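 further: capsule biogenesis inhibitors block K1F phage lysis so surviving cells raise fluorescence; higher fluorescence means more inhibition of phage lysis; actives were called in the ten point dose series up to 300 µM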
RSV CPE inhibition = inhibition of RSV-induced cytopathic effect – HEp-2 cells, primary 10 µM value included (AID 2391); HEp-2 cells, RSV-induced CPE inhibition; higher % means a stronger effect; CPE inhibition, % at 10 µM; hits with a dose series show IC50 in µM; 0.13% of 310,000 active; in the data active means a potency from the dose series; inconclusive means CPE inhibition mostly from about 23% at the one dose, without a potency; inactive means the rest, 99 in 100 with CPE inhibition below about 21%; further: strong numbers were not always called active
T cell modulator vesicle-bound % = second read-out of T cell modulator, no call of its own (marks repeat the call); double positive events, %; measured here: CD8+ vesicle-bound cell fraction;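 binding gate set so that unloaded-vesicle control wells show 10% double positive cells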
NTR1 ag cell count 20 µM = second read-out of NTR1 ag, no call of its own (marks repeat the call); cell count; measured here: cell count, cytotoxicity flag
Numbers without * were called inactive; i = inactive; u = inconclusive; x = not tested or not shown; [ ] = another dose, or the depositor's remark.

SMILES	T cell modulator	T cell modulator vesicle-bound %	NTR1 ag	NTR1 ag cell count 20 µM	SV40 large T antigen	Salmonella PhoP GFP	West Nile antiviral	Dengue-2 NS5 capping	Rac1 GTP hydrolysis	K1F lysis inhibition	RSV CPE inhibition
C/C(CC(=O)NCCN1CCOCC1)=N\NC(=O)c1ccncc1	i	29	0.6	51	15%	-9%	0.8%	2%	5%	1.0%	x
Nc1ccc(S(=O)(=O)N2CCC(Cc3ccccc3)CC2)cc1	i	17	0.5	91	21%	13%	-1.6%	-1%	0%	-0.2%	u
N#C/C(=C\c1cccs1)C(=O)c1ccccc1	i	48	0.1	52	50%	6%	0.1%	>100µM*	6%	-0.5%	0.0%
CCOc1ccccc1NC(=O)Cn1c(=O)c(OCC)nc2cnccc21	i	10	-0.4	53	13%	-5%	-0.2%	-8%	11%	8.2%	1.0%
COc1ccc(-c2nc(Cn3c(SCc4ccc(C)cc4)nc4ccncc43)c(C)o2)cc1OC	i	17	-2.3	11	1%	-3%	-0.2%	-2%	6%	0.2%	3.6%
C=CCOC(=O)C1=C(C)Nc2nnnn2C1c1ccc(OC)cc1OC (stereo not given)	i	51	-2.7	125	6%	1%	-0.1%	-3%	3%	4.9%	0.0%
CCOC(=O)c1c(-c2ccccc2)nc2c(C)cccn12	i	22	3.6	94	9%	-11%	-0.4%	-3%	8%	-0.1%	11%
O=C(COC(=O)c1cccc(S(=O)(=O)N2CCN(c3ccccc3)CC2)c1)NCc1ccco1	i	49	1.2	61	6%	-2%	0.2%	-3%	12%	0.0%	0.4%
CCOC(=O)N1CCN(S(=O)(=O)c2ccc(OCC)c3ccccc23)CC1	i	49	3.8	63	0%	17%	-0.7%	1%	6%	0.8%	u
CCCC12CN3CC(CCC)(CN(C1)C3C(O)C(O)C(O)CO)C2=O (stereo not given)	i	51	-0.7	33	4%	11%	-0.2%	10%	3%	-0.3%	1.8%
O=C(CCN1C(=O)c2ccncc2C1=O)Nc1ccc(F)cc1	i	14	-1.0	71	7%	0%	0.4%	-9%	-1%	0.7%	0.0%
Cc1ccc(C)c(Cn2nnc3c(=O)[nH]c(C4CCN(C(=O)c5ccco5)CC4)nc32)c1	i	27	3.3	54	16%	-5%	0.2%	-13%	7%	0.6%	2.1%
CCOC(=O)c1sc2nc(C)nc(N3CCN(c4ncccn4)CC3)c2c1C	i	45	4.6	52	10%	-8%	-0.2%	-4%	4%	-0.1%	3.9%
O=C(Nc1nncs1)c1ccc(Br)c(S(=O)(=O)N2CCCC2)c1	i	55	1.4	80	6%	-1%	0.7%	-2%	6%	0.1%	5.6%
Cc1ccc(-c2nnn(CC(=O)N(CC(=O)NCC3CCCO3)c3ccc(F)c(Cl)c3)n2)o1 (stereo not given)	i	27	0.5	76	6%	3%	-0.8%	-3%	2%	-0.1%	1.6%
Cc1ccc(-n2c(Cc3cccs3)nnc2SCC(=O)Nc2ccc(S(N)(=O)=O)cc2)cc1	i	36	-0.2	80	24%	-3%	0.0%	-3%	-1%	-0.9%	2.1%
Cc1ccc(C(c2sc3ncnn3c2O)N2CCCCC2)cc1 (stereo not given)	i	26	-0.6	87	6%	14%	1.3%	-3%	10%	5.0%	-0.5%
Fc1ccccc1/C=N/n1c(COc2ccccc2)n[nH]c1=S	i	33	-1.4	109	6%	0%	0.2%	-10%	10%	0.2%	0.8%
Cc1cc(C)cc(C(=O)N(C)C2CCCN(Cc3ccccc3F)C2)c1 (stereo not given)	i	52	-1.9	45	6%	1%	-0.7%	-3%	3%	8.0%	1.2%
CC(C)Cc1nnc(NC(=O)CCS(=O)(=O)c2ccc(Cl)cc2)s1	i	68	0.6	59	19%	-4%	1.8%	-1%	7%	-0.1%	1.7%
CCC(Cc1ccccc1)NC(=O)CCNS(=O)(=O)c1cc(Br)cnc1N (stereo not given)	i	54	1.4	73	19%	9%	-0.8%	-6%	-9%	-0.2%	0.7%
CS(=O)CSc1nc2c(cc1C#N)CCCC2 (stereo not given)	i	47	0.0	41	6%	-2%	-0.6%	-1%	6%	0.5%	1.0%
Fc1cccc(-c2nnn3c2nc(Cl)c2ccccc23)c1	x	x	x	x	3%	2%	u	-9%	16%	0.1%	x
O=[N+]([O-])c1ccc(CN2CCN(c3ccc(Cl)cc3)CC2)o1	i	66	-0.1	62	6%	10%	-0.9%	-3%	22%	-0.9%	0.5%
CS(=O)(=O)c1ccc(-c2nn[nH]n2)cc1	i	42	-0.2	46	12%	8%	0.2%	9%	2%	-0.9%	0.8%
O=C1CC(C(=O)O)S/C(=N\NC(=O)c2ccc(F)cc2)N1 (stereo not given)	i	9	0.2	72	8%	-1%	0.3%	0%	3%	0.2%	3.9%
CCc1noc(C)c1C(=O)Oc1ccc(N(C)S(=O)(=O)c2ccc(C)c(C)c2)cc1	i	63	4.4	63	1%	2%	x	-1%	6%	0.3%[50 µM]	20%
Cc1cc(C(=O)CSc2nnc(-c3cccs3)n2Cc2ccccc2)c(C)n1C	i	63	0.4	52	27%	-3%	-0.6%	-10%	10%	1.2%	2.6%
COc1cc2c(-c3ccc(O)cc3)nc3c(c(C)nn3-c3ccccc3)c2cc1OC	i	44	x	x	3%	11%	-0.2%	-3%	10%	0.3%	19µM*
Cc1ccc(Sc2ncccc2C(N)=O)cc1	i	35	0.0	48	0%	x	x	-5%	-2%	-1.0%	0.9%
NC(=O)c1ccc(NC(=O)CSc2nc3ccccc3c(=O)n2CCCN2CCOCC2)cc1	i	32	10	68	x	x	x	-3%	4%	0.0%[50 µM]	-0.1%
COc1cc(OC)cc(C(=O)NCCn2ccc3ccccc32)c1	i	20	-1.0	66	-2%	10%	-0.3%	-4%	-1%	-1.3%	-0.5%
O=C(NC1(O)C(=O)c2ccccc2C1=O)c1ccccc1	i	3	0.5	60	18%	7%	0.0%	-12%	16%	-0.2%	-0.6%
O=C(CN(CC1CCCO1)C(=O)CCC(=O)Nc1nccs1)NCC1CCCO1 (stereo not given)	i	38	0.1	68	6%	-8%	0.1%	x	-9%	-0.1%	0.7%
CCOc1ccccc1C(=O)Nc1ccccc1C(N)=O	i	37	0.2	57	-7%	6%	-0.2%	4%	10%	0.1%	0.5%
NS(=O)(=O)c1ccc(NC(=O)COC(=O)c2ncc(Cl)c(Cl)c2Cl)cc1	i	50	8.5	58	x	x	x	4%	-3%	-1.7%	x
CCCCc1ccc(/C(C)=N/NC(=O)C2CCCC2)cc1	i	4	4.2	49	11%	0%	0.8%	-4%	3%	0.0%[50 µM]	1.6%
NS(=O)(=O)c1ccc(NC(=O)CSc2nnc(NC3CC3)s2)cc1	x	x	-0.9	53	x	x	x	-8%	-3%	-0.7%[50 µM]	x
CC(=O)c1nnn(-c2nc(N3CCCC3)nc(N(c3ccccc3)c3ccccc3)n2)c1C	i	14	0.2	82	-5%	-3%	0.1%	-3%	1%	7.6%	-1.0%
Cc1noc(C)c1S(=O)(=O)N1CCC(C(=O)Nc2ccc(OC(F)(F)F)cc2)CC1	i	33	0.1	75	-4%	9%	-0.9%	1%	-6%	1.8%	0.7%
CC(=O)Nc1ccccc1-c1nn[nH]n1	i	39	-0.1	55	-19%	8%	1.2%	8%	-11%	-0.1%[50 µM]	0.6%
Cn1c(-c2ccc(=O)[nH]c2)nc2ccccc21	i	39	0.3	38	12%	-8%	-0.4%	x	x	x	14%
COc1cccc(NC(=O)c2csc3c2CCCC3)c1	i	51	2.1	52	6%	-3%	0.5%	1%	6%	-0.4%	40%
Cc1noc(C)c1S(=O)(=O)N1CCCC(C(=O)N2CCN(C3CCCCC3)CC2)C1 (stereo not given)	i	44	-2.7	72	-3%	-4%	x	1%	0%	0.9%	-0.5%
O=C(Nc1ccc(N2CCCCC2)cc1)c1cccnc1Cl	i	49	-3.4	77	20%	-1%	-0.1%	12%	-2%	0.0%	5.2%
FC(F)(F)c1cccc(Cc2noc(CN3CCCC(CN4CCCC4)C3)n2)c1 (stereo not given)	i	33	0.3	21	19%	12%	-0.5%	-3%	1%	-0.2%	-1.3%
Cc1cc(F)c(F)cc1C(=O)N1CCCC1	i	43	-1.1	94	25%	3%	0.2%	-3%	10%	0.3%	0.2%
CCOc1ccc(N(CC(=O)NC2CCCC2)C(=O)CCC(=O)Nc2ccccn2)cc1	i	33	-1.3	53	0%	11%	-0.1%	-4%	6%	0.2%	1.1%
O=c1cc(-c2cccs2)oc2ccc(Cl)cc12	i	35	-0.3	59	-1%	-1%	-1.1%	-21%	5%	4.3%	u
Cc1ccc(NC(=O)COC(=O)Cn2cnc3c2c(=O)n(C)c(=O)n3C)cc1Cl	i	20	0.2	64	1%	2%	-0.4%	-3%	6%	0.4%	-0.3%

Retrieved one by one from above (two):
SMILES	T cell modulator	T cell modulator vesicle-bound %	NTR1 ag	NTR1 ag cell count 20 µM	SV40 large T antigen	Salmonella PhoP GFP	West Nile antiviral	Dengue-2 NS5 capping	Rac1 GTP hydrolysis	K1F lysis inhibition	RSV CPE inhibition
COc1cccc(NC(=O)c2csc3c2CCCC3)c1	i	51	2.1	52	6%	-3%	0.5%	1%	6%	-0.4%	40%
Cc1ccc(NC(=O)COC(=O)Cn2cnc3c2c(=O)n(C)c(=O)n3C)cc1Cl	i	20	0.2	64	1%	2%	-0.4%	-3%	6%	0.4%	-0.3%

Additional compounds follow.
SMILES	T cell modulator	T cell modulator vesicle-bound %	NTR1 ag	NTR1 ag cell count 20 µM	SV40 large T antigen	Salmonella PhoP GFP	West Nile antiviral	Dengue-2 NS5 capping	Rac1 GTP hydrolysis	K1F lysis inhibition	RSV CPE inhibition
COc1ccc2sc(N(CCN(C)C)C(=O)c3ccc4ccccc4c3)nc2c1	i	23	-0.3	56	3%	-9%	0.0%	-4%	-1%	1.2%	0.0%
CCCCn1c(SCC(=O)N2CCCCC2C)nc2cc(S(N)(=O)=O)ccc21 (stereo not given)	i	52	5.5	57	5%	-15%	-0.3%	1%	6%	0.5%	1.8%
CCOC(=O)c1ccc(NC(=O)C(C)N2C(=O)c3ccccc3C2=O)cc1 (stereo not given)	i	38	-0.7	58	5%	-9%	0.2%	-2%	-4%	1.6%	2.2%
COc1ccc(OC)c(S(=O)(=O)N(C)CC(=O)N2CCCCC2)c1	i	73	-0.5	71	3%	2%	-0.4%	-8%	8%	0.8%[50 µM]	1.5%
CCN(CC)C(=O)CSc1ncnc2c1nnn2-c1ccc(OC)cc1	i	49	1.6	41	-2%	6%	0.3%	0%	11%	1.0%	8.8%
